Arrestin-AP2 inh – inhibitors of beta-arrestin/AP2 binding, primary screen, biochemical, GPCR trafficking, flow cytometry | FITC-arrestin peptide / GST-AP2 beads; AP2 beta2 appendage carries R879A mutation | beta-arrestin 1 C-terminal peptide binding to AP2 beta2-adaptin appendage (human) | hit rate 0.31% among 340,000 | inhibition, % at 10 µM;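 active = inhibition above a set limit, near 3 SD of compounds lacking own fluorescence, cut at about 54% in these data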;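 also: plate controls were DMSO wells for no effect and 5 µM unlabelled arrestin peptide for full effect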
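Measured by: flow cytometry, FL1 (488/535 nm); Material: AP2 appendage R879A on GSH beads; Evaluation: percent response; Timing: pre-incubation 12 min, peptide binding 1 h, room temperature; Also added: 50 nM FITC-arrestin peptide; Medium: PBS with 0.05% Tween 20 and 0.1% BSA.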
MOR-DOR ag – agonists of OPRM1-OPRD1 heterodimerization, primary screen, cell-based, luminescence; Mu-type opioid receptor (Homo sapiens) + Delta-type opioid receptor (Homo sapiens), …; cells; activation, % at 9.3 µM; hit rate 0.3% among 340,000; AID 504326, 2011; in the data active = activation above about 18%;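 also: 0% = vehicle-treated cells and 100% = reference agonist; values of inactives mirror those of a sister screen read the other way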
Target sequence (P35372 whole entry, looked up): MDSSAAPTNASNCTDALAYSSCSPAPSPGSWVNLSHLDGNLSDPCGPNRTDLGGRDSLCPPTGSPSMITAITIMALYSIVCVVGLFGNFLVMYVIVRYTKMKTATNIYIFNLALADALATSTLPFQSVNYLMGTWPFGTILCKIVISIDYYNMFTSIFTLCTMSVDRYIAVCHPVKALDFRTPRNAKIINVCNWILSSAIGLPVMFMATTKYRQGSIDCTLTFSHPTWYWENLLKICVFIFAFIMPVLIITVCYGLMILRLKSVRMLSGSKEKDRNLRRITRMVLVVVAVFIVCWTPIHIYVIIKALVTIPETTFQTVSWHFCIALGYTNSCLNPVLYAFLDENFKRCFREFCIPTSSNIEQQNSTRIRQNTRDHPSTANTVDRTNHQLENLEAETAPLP
Target sequence (P41143 whole entry, looked up): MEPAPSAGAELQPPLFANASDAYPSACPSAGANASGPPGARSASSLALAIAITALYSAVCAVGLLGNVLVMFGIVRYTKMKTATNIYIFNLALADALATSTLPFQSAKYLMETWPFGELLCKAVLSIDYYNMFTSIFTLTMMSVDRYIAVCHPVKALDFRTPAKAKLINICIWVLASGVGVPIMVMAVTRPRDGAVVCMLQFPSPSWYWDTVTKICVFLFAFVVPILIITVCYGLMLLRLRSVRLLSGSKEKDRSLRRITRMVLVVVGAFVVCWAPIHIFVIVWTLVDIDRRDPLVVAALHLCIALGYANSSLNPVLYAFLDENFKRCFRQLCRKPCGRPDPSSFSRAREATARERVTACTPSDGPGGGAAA
LANA DNA inh – inhibitors of KSHV C-LANA binding to DNA, primary screen, biochemical, fluorescence polarization, FAM-LBS DNA, MBP-C-LANA, single point. hit rate 0.078% among 340,000. AID 504423, 2011. Kaposi's sarcoma herpesvirus LANA C-terminal domain (residues 932-1162) DNA binding. inhibition, % at 9 µM;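 active = highest replicate inhibition at or above 60% at 9 µM, even if other replicates fall short; inactive = all replicates below 60% inhibition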;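 also: 0% = neutral control wells and 100% = 4 µM acridine orange control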
Wnt act – Wnt/beta-catenin pathway activators, primary screen, cell-based, plate reader, single point | Wnt/beta-catenin reporter cell assay, activator | AID 743398, 2014 | hit rate 1.2% among 300,000 | activation, % at 9.35 µM; in the data active = activation above about 30%, passing the limit was not always enough;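 also: 0% = neutral control wells and 100% = positive control wells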
MOR-DOR inv ag – inverse agonists of MOR-DOR heterodimerization, primary screen, cell-based, luminescence. Mu-type opioid receptor (Homo sapiens) + Delta-type opioid receptor (Homo sapiens), …. cell-based MOR-DOR heterodimer luminescence, inverse agonism. inhibition, % at 9.3 µM. hit rate 0.21% among 340,000. AID 504357, 2011; in the data active = inhibition above about 22%, passing the limit was not always enough;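 also: 0% = cells with DMSO and 100% = wells without cells with DMSO; values of inactives mirror those of a sister screen read the other way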
RTF Ca sens inh – cardiac RTF calcium sensitivity inhibitors, primary screen, biochemical, IANBD-TnC fluorescence, EC70 calcium; hit rate 0.12% among 340,000; inhibition, % at 7.15 µM; IANBD-labeled cardiac RTF, Ca2+ fluorescence; AID 493244, 2011; Troponin I, cardiac muscle (Homo sapiens) + Troponin T, cardiac muscle (Homo sapiens) + …;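 active = inhibition above the mean inhibition of all tested compounds plus 3 SD, cut at about 17% in these data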;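 also: assay run at fixed EC70 calcium of 1.6 mM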
RTF Ca sens act – cardiac RTF calcium sensitivity activators, primary screen, biochemical, IANBD-TnC fluorescence, EC20 calcium; Troponin I, cardiac muscle (Homo sapiens) + Troponin T, cardiac muscle (Homo sapiens) + …; activation, % at 7.2 µM; hit rate 0.24% among 340,000; IANBD-labeled TnC RTF fluorescence at EC20 calcium; 0% EC20 calcium, 100% full calcium;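 active = activation above the mean over all tested compounds plus 3 SD, cut at about 30% in these data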;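 also: rise in fluorescence read as greater calcium sensitivity of cardiac thin filaments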
V-ATPase pHluor – regulators of yeast V-ATPase proton pumping, primary screen, pHLuorin cytosolic pH fluorescence; S. cerevisiae; response, % at 10 µM; hit rate 0.37% among 350,000; in the data active = response mostly above about 7.3%, no sharp cut-off; inactive = mostly below about 5.4%; also: actives read high; inactives centre near 0; some compounds called inactive have numbers as strong as hits; reference of the scale not given here
Keap1-Nrf2 PPI – Keap1-Nrf2 protein-protein interaction inhibitors, primary screen, biochemical, fluorescence polarization, single point. Kelch-like ECH-associated protein 1 (Homo sapiens), Q14145. Keap1 Kelch-Nrf2 peptide fluorescence polarization, 1536-well. inhibition, % at 9.4 µM. hit rate 0.15% among 340,000. AID 504523, 2011; in the data active = inhibition above about 12%;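 also: human Keap1 Kelch domain with fluorescein labeled Nrf2 9mer peptide probe; 0% = neutral control wells and 100% = peptide positive control; higher means more block of Keap1 binding to Nrf2 peptide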
DSG3 Ab inh – inhibitors of pemphigus antibody binding to DSG3, primary screen, biochemical, bead-based, flow cytometry, scFv-GFP | hit rate 0.48% among 310,000 | binding (percent of control), % at 10 µM | Desmoglein-3 (Homo sapiens), P32926 | DSG3-coupled beads, scFv-anti-DSG3-GFP binding; stronger effect = lower value;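 active = binding more than 3 SD below its plate's average and above zero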; also: some compounds called inactive have numbers as strong as hits
* marks the source's active call; other numbers are inactive results; . = not tested or not shown.

SMILES	Arrestin-AP2 inh	MOR-DOR ag	LANA DNA inh	Wnt act	MOR-DOR inv ag	RTF Ca sens inh	RTF Ca sens act	V-ATPase pHluor	Keap1-Nrf2 PPI	DSG3 Ab inh
O=C1CC(NS(=O)(=O)c2cccnc2)CN1c1ccc(Cl)cc1 (stereo not drawn)	0.5	-3.7	0.6	1.1	19.1	-3.3	2.1	-3.0	-1.1	101.3
Cc1[nH]n2c(=O)cc(C(C)(C)C)nc2c1-c1ccccc1	1.0	1.3	1.7	.	-6.7	-7.3	-1.1	-3.6	-7.7	103.1
COc1ccc(CNC(=O)COC(=O)CN2C(=O)NC3(CCCC3)C2=O)cc1	-7.6	-1.2	0.6	1.0	5.0	-4.1	-2.4	3.4	2.0	106.4
COc1ccc(CCNC(=O)CC(Cc2ccc(C)cc2)C(=O)O)cc1OC (stereo not drawn)	4.7	0.7	0.1	2.4	-3.5	-4.4	5.3	2.8	-4.1	100.8
CCn1c(O)c(N=NC(=O)CNC(=O)/C=C/c2ccccc2)c2ccccc21	19.2	-3.9	-0.9	-1.9	19.8	-6.6	-3.9	-2.5	-0.9	97.0
COc1ccc(NC(=O)C(=O)NCC2CCCN2S(=O)(=O)c2cccs2)cc1 (stereo not drawn)	6.6	-0.8	-0.7	-10.8	4.8	-6.2	0.8	-0.1	-3.8	104.1
CC(=O)NC(=O)NC1OC(=O)C(Cl)=C1Cl (stereo not drawn)	3.5	1.1	-0.6	0.6	-6.8	-17.2	0.2	0.8	-8.5	.
CN(C(=O)c1ccc(NC(=O)Cc2ccc(NC(=O)C3CCCN(C(=O)C4CCCC4)C3)cc2)cc1)C1CC1 (stereo not drawn)	16.8	0.5	-5.0	1.3	-3.0	-1.5	6.6	19.8*	-4.6	107.1
COc1ccccc1NC(=O)c1ccc(NS(=O)(=O)c2ccc(F)c(F)c2F)cc1	33.3	-1.9	-1.3	.	10.1	4.5	5.9	1.5	0.3	101.8
COC(=O)c1cccc(-c2ccc(C(c3c(C)[nH][nH]c3=O)c3c(C)[nH][nH]c3=O)o2)c1	41.7	-5.1	1.1	-6.8	25.6	2.2	-1.7	-0.9	-15.4	102.1
CCn1c2ccccc2c2cc(/C=N/n3c(C)nnc3C)ccc21	1.0	1.7	0.5	.	-10.2	-9.7	2.4	-4.1	-2.4	104.0
CCCOC(=O)c1cc(=O)[nH]c2ccccc12	1.5	0.7	-0.4	.	-3.6	0.6	3.1	-2.4	-4.0	104.1
COC(=O)[C@@H](NCc1ccc(OC)c(B(O)O)c1)C(C)C	24.7	0.0	-0.1	-2.2	-0.2	2.8	-9.1	1.7	1.6	108.3
Nc1nc(Cl)cc(Oc2ccc(Cl)cc2)n1	12.5	-0.9	-0.4	1.5	4.7	0.6	0.1	2.8	-1.3	105.2
CC1(C)Cc2c(cnn2-c2ccccc2)C(=O)/C1=N\NC(=O)c1ccncc1	9.9	-1.2	-0.4	-10.7	6.3	-2.6	-2.3	0.4	-3.5	104.1
CC1CCN(CC(=O)NNC(=O)c2cccc(Br)c2)CC1	1.6	-0.7	-1.3	0.8	5.1	-0.7	-1.6	2.4	-7.2	.
O=C1c2ccccc2C2(c3ccccc3)NCCN12 (stereo not drawn)	21.2	-1.9	-0.3	-9.9	10.1	0.1	-5.8	6.2	-1.1	98.6
COc1ccc(N(CC(=O)NCCSc2ccccc2)S(C)(=O)=O)cc1	42.1	-0.8	1.1	-9.1	4.6	-2.1	4.6	1.6	0.9	100.1
COC(=O)C1CCN(C(=O)COC(=O)COc2ccc(C#N)cc2)CC1	8.0	-2.2	1.8	0.1	10.5	-3.7	-2.5	-1.5	0.3	114.4
COc1ccc(/C=C2\SC(N)=NC2=O)cc1Cl	-1.4	-1.0	-0.5	2.2	5.6	-7.6	-9.5	-1.0	0.4	97.8
OCCNc1nc2ccccc2nc1NCCO	40.4	-1.4	0.1	0.1	7.0	-2.4	-2.8	-3.1	1.2	96.5
O=C(NCc1ccccn1)c1nc(-c2ccc(C(F)(F)F)cc2)no1	14.5	0.4	-0.2	.	-2.6	-12.1	-3.7	2.1	-1.4	111.6
CCOC(=O)N1CCN(Cc2oc(CO)cc(=O)c2O)CC1	27.0	-2.0	-0.7	.	11.4	-3.3	-2.8	0.9	-0.5	99.9
c1csc(CNc2ncnc3sccc23)c1	9.6	-1.5	0.7	.	7.2	-0.4	-0.9	-1.8	-1.0	99.9
COc1ccc(-c2noc(C3CCCN(C(=O)c4cccc(F)c4)C3)n2)cc1 (stereo not drawn)	45.3	1.5	1.6	-1.9	-6.8	-2.1	-2.2	-0.9	-2.1	95.3
O=C(CN1CCN(c2ncccn2)CC1)Nc1ccccc1C(F)(F)F	-5.7	1.1	-0.3	2.9	-5.1	0.1	3.8	-4.5	-2.9	112.0
Cc1cccc(NC(=O)[C@H](NC(=O)[C@@H]2Cc3ccccc3CN2)c2ccccc2)c1	-3.3	0.6	-0.1	3.4	-3.1	-3.8	-2.5	4.3	3.5	95.7
CCOc1ccccc1OCCCC(=O)Nc1ccc(S(=O)(=O)Nc2cc(C)nc(C)n2)cc1	-1.4	-1.3	0.2	1.8	5.4	-14.3	2.3	-0.8	-0.9	.
O=c1[nH]ccc2c([N+](=O)[O-])cccc12	16.1	-4.6	-0.9	0.5	22.7	-4.9	-3.5	0.5	-2.0	93.3
O=S1(=O)N=C2CCCCCN2C(c2ccncc2)N1 (stereo not drawn)	-7.5	-2.5	-0.3	.	13.5	-8.4	9.4	3.0	1.5	102.6
Cc1cccc(NC(=S)Nc2ccccn2)c1C	-5.3	-0.1	-0.8	8.5	0.3	-4.5	-4.5	6.3	-3.8	102.2
Cc1ccc(-n2c(C)nnc2SCC(=O)Nc2ccccc2)cc1	0.1	-1.9	2.0	-0.4	10.2	0.6	-6.3	1.6	1.0	.
O=C(COc1ccccc1)NCC(=O)N1CCCC(C(F)(F)F)C1 (stereo not drawn)	-6.8	-1.4	-1.1	-4.0	9.2	-13.9	6.0	1.4	-4.5	102.5
Cc1cc(C(F)(F)F)c(C#N)c(SCC(=O)Nc2nc3ccccc3s2)n1	38.0	-0.3	5.2	.	1.7	-10.5	9.6	0.4	-2.0	124.7
O=C(Cn1nc([N+](=O)[O-])nc1Br)NC(c1ccccc1)c1ccccc1	8.9	3.4	-0.9	-2.3	-23.0	-2.5	-2.8	-4.9	1.5	85.9
Cc1sc2nc(Cc3ccccc3)[nH]c(=O)c2c1-c1ccccc1	-4.6	0.1	-0.2	-10.6	-0.8	7.5	-6.8	-0.2	6.5	98.1
CCOC(=O)C1=C(O)CSC1=Nc1ccccc1	13.0	-3.6	-1.5	.	17.6	-8.9	2.5	1.4	-2.5	100.3
COc1ccc(-c2nc(-c3ccccc3OC)no2)cc1OC	-1.9	0.1	-0.2	.	-0.4	-4.8	1.5	-2.9	0.1	.
C/C(=N\NC(=O)c1cccc([N+](=O)[O-])c1)c1cccs1	-10.5	-2.3	-2.2	4.3	12.4	5.0	-3.1	-1.8	0.9	97.2
Cc1ccc(C(=O)N/C(=C\c2ccco2)C(=O)NCCCn2ccnc2)cc1C	3.9	0.6	1.7	0.2	-3.9	-4.0	-2.2	-1.6	-1.5	102.7
CCOC(=O)c1c(NC(=O)COC(=O)Cn2cnc3c2c(=O)n(C)c(=O)n3C)sc(C)c1CC	28.9	-0.9	-0.7	4.5	5.5	-8.2	-2.7	4.4	-3.1	102.4
COC(C[C@H](O)CC(=O)[C@@H](C)OCc1ccccc1)OC	-1.5	-3.2	1.2	1.0	17.7	-0.9	-2.3	-4.5	0.3	103.6
CSCCC(NC(=O)c1cc(S(=O)(=O)N2CCOCC2)ccc1F)c1nc2ccccc2[nH]1 (stereo not drawn)	-1.9	-0.7	0.6	-0.2	2.8	9.8	-0.5	-4.5	-1.6	105.9
CC(Sc1nc2cc([N+](=O)[O-])ccc2n1-c1cccc(C(F)(F)F)c1)C(=O)NC(N)=O (stereo not drawn)	1.7	2.5	0.5	-0.1	-13.5	5.2	7.6	3.3	2.4	110.1
CCn1c(SCC(=O)Nc2ccc(N3CCOCC3)cc2)nnc1-c1ccco1	-1.6	-3.3	0.1	-0.7	16.0	4.8	-4.4	-5.9	-2.0	99.6
COc1ccc(N(CC(=O)Nc2cc(C)ccc2C)S(=O)(=O)c2ccccc2[N+](=O)[O-])c(OC)c1	13.5	-0.7	-2.0	-1.0	3.5	-11.9	-4.1	0.5	-0.3	100.0
CCC1(C)Cc2ccccc2C(Nc2c(C)n(C)n(-c3ccccc3)c2=O)=N1 (stereo not drawn)	-5.9	-1.7	0.5	.	9.4	-5.8	2.1	-0.3	1.5	102.7
Cc1ccccc1C(=O)N1CCC(C(=O)NCc2ccc(Cl)cc2)CC1	25.5	-2.8	-2.0	-2.0	15.6	-8.7	3.6	4.5	0.1	116.9
C=CCNC(=S)NNc1nc(Nc2ccccc2)nc(N2CCCCC2)n1	-13.8	5.7	-1.1	-1.1	-29.9	-8.0	1.4	1.5	0.9	95.5
O=c1oc2cc(OCc3c(F)cccc3Cl)ccc2cc1-c1ccccn1	10.3	0.2	0.2	.	-1.2	1.3	-4.0	7.1	-4.9	105.5
Cc1ccc(OCC(=O)Nc2ccccc2C(N)=O)cc1	5.8	-4.1	0.3	56.7*	18.8	-1.9	-2.0	2.9	3.0	98.4
O=C(COC(=O)c1cc(=O)[nH]c(=O)[nH]1)Nc1cccc(S(=O)(=O)N2CCOCC2)c1	5.3	-0.8	0.5	-0.2	3.9	-21.7	4.2	1.6	-2.4	98.2
O=S(=O)(c1cccc2ccccc12)N1CCC2CC1c1cc(-c3ccc(F)cc3)ccc12 (stereo not drawn)	14.8	-0.2	-1.4	-2.4	0.9	1.2	-6.2	-1.0	-1.7	101.1
Cc1ccc(-c2nc(CS(=O)CC(=O)NCCN3CCCCCC3)c(C)o2)cc1 (stereo not drawn)	3.5	-2.0	-1.2	1.2	10.4	3.9	-2.9	0.5	-5.6	98.4
CC(=O)N1CN(C2CCCC2)Cc2c1sc1c2CCCC1	6.6	0.0	-0.3	.	0.2	0.5	2.6	-1.4	-3.1	.

Screens from PubChem BioAssay.
